Compound activity as filed in PubChem.
NCI-60 one-dose screen, 48 h, at 10 µM unless noted. Numbers give growth in % (100 = growth as untreated, 0 = no growth, -100 = all killed).
IGROV1: IGROV1 ovarian cancer | actives 4.7% (n = 79,000) | AID 1794786
OVCAR-5: OVCAR-5 ovarian cancer; AID 1794783; actives 2.9% (n = 82,000)
UO-31: UO-31 renal cancer; actives 5.2% (n = 81,000); AID 1794768
OVCAR-4: OVCAR-4 ovarian cancer cells; actives 3.7% (n = 80,000); AID 1794784
SK-OV-3: SK-OV-3 ovarian cancer cells | actives 3.2% (n = 80,000)
SN12C: SN12C renal cancer cells | actives 3.8% (n = 81,000) | AID 1794767
786-0: 786-0 renal cancer cells; actives 5.1% (n = 81,000)
TK-10: TK-10 renal cancer cells. actives 3.9% (n = 81,000). AID 1794769
Numbers without * were called inactive; x = not tested or not shown; & = joins results of further samples. The calls were made as follows: active = growth percent below 10; inactive = the rest. Not a hit list; 8.7% or so of the library scored in one or more.

SMILES,IGROV1,OVCAR-5,UO-31,OVCAR-4,SK-OV-3,SN12C,786-0,TK-10
CC1(C)[C@@H](O)CC[C@]2(C)[C@H]3CC[C@@H]4[C@H]5[C@H](C(=O)/C=C/c6ccc(C=O)cc6)CC[C@]5(CO)CC[C@@]4(C)[C@]3(C)CC[C@@H]12,89,118,78,77,110,87,88,109
Cc1ccc2c(n1)C[C@H](C(C)(C)O)CC[C@@H]2C,102,105,97,110,100,101,105,104
Cn1c2ccc(Br)cc2c2c3c(c4c5cc(F)ccc5oc4c21)C(=O)N(O)C3=O,63,108,75,103,90,90,98,142
O=C(Nc1ccc(Oc2ccc(Nc3nc4ccccc4s3)cc2)cc1)Nc1ccc(Cl)c(C(F)(F)F)c1,17,24,14,18,12,2.0*,1.2*,13
Nc1ncc(-c2ccc(C(=O)O)cc2)nc1-c1ccc(C(F)(F)F)cc1,98,104,80,117,97,102,111,120
COc1ccc(N=Nc2ccc(O)c(=O)cc2)cc1,15,48,1.1*,32,16,6.7*,19,44
Oc1ccc(C(c2ccc(O)cc2)C(c2ccc(O)cc2)c2ccc(O)cc2)cc1,99,94,84,94,99,106,105,94
O=C(C(=Cn1c(=S)[nH]c2ccc([N+](=O)[O-])cc21)C(=O)c1ccccc1)c1ccccc1,102,103,90,96,108,105,99,120
Cc1ccc(NC2=CC(=O)C(=O)c3ccccc32)cc1,18,-25*,-18*,-0.1*,80,-39*,35,42
COc1cc(C(=O)c2cnc(-c3c[nH]c4cccc(C)c34)[nH]2)cc(OC)c1OC,22,46,17,35,41,28,10,44
Cc1ccc2cccc(Oc3ccc(Nc4ncnc5onc(-c6ccccc6)c45)cc3)c2n1,77,95,56,72,x,84,101,87
C=C1c2c(C)nn(-c3ccc(S(N)(=O)=O)cc3)c2N(C)C23CC1C1(C)c4c(C)nn(-c5ccc(S(N)(=O)=O)cc5)c4N(C)C(C)(CC12)C3 (stereo not given),49,64,25,39,58,32,42,47
CCN(CC)c1ccc(C=O)c(OCc2cn(CC(=O)Nc3ccc(OC)cc3)nn2)c1,117,119,114,117,99,103,100,127
c1ccc(-c2nc(Nc3nccnn3)c3ccccc3n2)cc1,92,97,90,122,115,97,97,155
CC(=O)Oc1ccc(/C=C/C(=O)N[C@@H](Cc2ccccc2)C(O)C(=O)NCc2ccccc2)cc1OC(C)=O (stereo not given in full),62,113,39,77,92,91,82,77

Profiles, looked up by structure:
Cc1ccc2c(n1)C[C@H](C(C)(C)O)CC[C@@H]2C across the screens: IGROV1 = 102; OVCAR-5 = 105; UO-31 = 97; OVCAR-4 = 110; SK-OV-3 = 100; SN12C = 101; 786-0 = 105; TK-10 = 104
C=C1c2c(C)nn(-c3ccc(S(N)(=O)=O)cc3)c2N(C)C23CC1C1(C)c4c(C)nn(-c5ccc(S(N)(=O)=O)cc5)c4N(C)C(C)(CC12)C3 (stereo not given) across the screens: IGROV1 = 49; OVCAR-5 = 64; UO-31 = 25; OVCAR-4 = 39; SK-OV-3 = 58; SN12C = 32; 786-0 = 42; TK-10 = 47

(more compounds)
SMILES,IGROV1,OVCAR-5,UO-31,OVCAR-4,SK-OV-3,SN12C,786-0,TK-10
CC(C)COC(=O)c1ccc(NC(=O)CN(C)c2ccccc2)cc1,106,99,90,119,105,97,114,106
Brc1cnc(OCc2ccccc2)nc1OCc1ccccc1,112,99,111,99,104,95,105,109
COc1ccc(Cn2cc3c(c2-c2ccccc2)CCc2cnc(N)nc2-3)cc1,x,112,78,111,101,98,98,175
CCCCCCCNC(=O)CCCNc1ncnc2c1ncn2-c1ccccc1,102,103,83,93,96,90,99,107
O=C(O)c1cc(Br)c(O)cc1O,145,93,94,117,107,108,109,119
CCCCN(CCCC)CCCCCCCCCCO,94,97,81,93,109,107,92,94
COc1ccc(C(=O)CSc2nccc(N3CCN(C)CC3)n2)cc1,95,89,74,95,101,95,93,96
COc1ccc(-c2cc(-c3ccc(OC)c(OC)c3)nc(SCCCCCCC(=O)NO)n2)cc1,67,68,52,89,71,89,90,70
Cn1nc(C(=O)O)c(=O)n(C)c1=O,101&104,104&107,98&87,105&112,94&98,112&100,102&101,107
CC(=O)CC(=O)Nc1ncccn1,103,88,92,104,101,93,96,92
Cc1ccccc1NCCOC(=O)Nc1ccccc1Cl,108,110,88,113,107,102,97,94
C=C1CCC2C3(C)COC(c4ccc(SC)cc4)OC3CCC2(C)C1C/C=C1/C(=O)OCC1O (stereo not given),99,79,61,59,96,66,78,101
C[n+]1ccc(/C=N/O)cc1,100,95,93,97,93,95,103,100
CCN1CCN(C2=NC(=O)/C(=C/c3cccs3)S2)CC1,117,117,83,103,108,108,99,106
Oc1ccc2c(c1)CCC2,109,111,74,x,107,95,106,95

Given as labelled records: part of the list above
> CC(C)COC(=O)c1ccc(NC(=O)CN(C)c2ccccc2)cc1
  IGROV1: 106	OVCAR-5: 99	UO-31: 90	OVCAR-4: 119	SK-OV-3: 105	SN12C: 97	786-0: 114	TK-10: 106
> O=C(O)c1cc(Br)c(O)cc1O
  IGROV1: 145	OVCAR-5: 93	UO-31: 94	OVCAR-4: 117	SK-OV-3: 107	SN12C: 108	786-0: 109	TK-10: 119

(listing goes on)
SMILES,IGROV1,OVCAR-5,UO-31,OVCAR-4,SK-OV-3,SN12C,786-0,TK-10
C[C@]12CC[C@@H]3c4cc(O)c(O)cc4CC[C@H]3[C@@H]1CC[C@@H]2O,60,98,41,50,30,51,43,87
Cc1nc2ccccn2c1/C=C1\C(=O)N(C)c2ccccc21,96,92,82,105,108,98,103,98
CCOC(=O)CCc1ccc(C(C)=O)cc1,106,110,94,115,96,103,106,98
Cn1cc(-c2csc(-c3c[nH]c4ccc(Br)cc34)n2)c2cccnc21,108,90,106,x,103,94,103,112
C=C(C)CN=CC1(C)CCC(C)=CO1 (stereo not given),97,97,82,109,99,103,99,104
Cc1nc(NC(C)C(=O)O)c2ccccc2n1 (stereo not given),108,90,84,105,96,101,102,x
COc1ccc(Cc2cc(-c3ccccc3)n[nH]c2=O)cc1,109,103,74,98,111,98,107,137
Nc1nc2ccc(-c3nc4ccc5[nH]ncc5c4c4c3CCC4)cc2s1,21,48,15,19,-22*,28,26,22
S=c1[nH]nc(Cn2c3ccccc3c3ccncc32)o1,103,102,97,97,95,102,99,102
Cc1cc2c(cc1C)C(=O)CCC2,88,97,87,87,115,96,98,94
COc1cccc(CN(c2ccccc2C(=O)O)S(=O)(=O)c2ccc(C)cc2)c1,114,106,81,x,98,95,103,108
O=c1c2cc(Cl)ccc2oc2oc3cc(O)c(O)cc3c12,83,113,76,86,97,98,106,125
CC(C)Cc1ccc(C(C)C(=O)NCc2ccc(Cn3c(=O)sn(-c4ccc(Cl)cc4)c3=O)cc2)cc1 (stereo not given),92,89,65,47,92,84,85,74
Cc1ccc(C(=O)O)s1,103,111,94,120,101,110,110,108
CCCCN1CCN(c2ccc3nc(-c4ccc5nc(-c6ccc(OCC)c(OCC)c6)[nH]c5c4)[nH]c3c2)CC1,15,38,74,-77*,x,19,-87*,57

Looked up above:
Entry of Cc1ccc(C(=O)O)s1 in TK-10: 108
Entry of Cn1cc(-c2csc(-c3c[nH]c4ccc(Br)cc34)n2)c2cccnc21 in SK-OV-3: 103
Entry of O=c1c2cc(Cl)ccc2oc2oc3cc(O)c(O)cc3c12 in OVCAR-4: 86

(listing goes on)
SMILES,IGROV1,OVCAR-5,UO-31,OVCAR-4,SK-OV-3,SN12C,786-0,TK-10
Cc1cc(=O)oc2c(O)c(O)ccc12,98&105,94&104,89&82,98&99,106&102,90&97,103&102,94&112
COC(=O)[C@]12CC[C@@H](C)[C@H](C)[C@@H]1C1=CC[C@@H]3[C@@]4(C)C[C@@H](O)[C@H](O)[C@@](C)(CO)[C@@H]4[C@H](O)C[C@@]3(C)[C@]1(C)CC2,-20*,-22*,-52*,-11*,-33*,x,-65*,-57*
COc1cc(C(=O)Cn2cc(CNC(=O)c3ccc4ccc5ccc(C(=O)NCc6cn(CC(=O)c7cc(OC)c(OC)c(OC)c7)nn6)nc5c4n3)nn2)cc(OC)c1OC,96,102,89,x,95,96,104,101
COc1ccc2nc(N)c3c4ccccc4cn3c2c1,104,112,78,104,101,97,84,109
COC(=O)c1cc(-c2ccccn2)[nH]c(=O)c1C#N,113,102,x,101,110,98,102,98
Cc1ccn2cc(Cc3cc(=O)oc4c3ccc3ccccc34)c(=O)nc2c1,97,102,80,101,90,96,95,124
CCCCN1C(=O)CC2CCOC21C (stereo not given),111,99,84,124,100,109,102,108
COc1ccc2nc(-c3ccc(OC)c(OC)c3)cc(-c3nnc(SC/C(=N\O)c4ccccc4)n3-c3ccccc3)c2c1,77,107,56,102,76,92,88,66
C[C@H](NC(=O)[C@@H]1CSSC[C@@H](NC(=O)c2nc3ccccc3cc2O)C(=O)NCC(=O)N1C)c1ccccc1,72,46,64,94,72,-18*,-37*,60
O=C1C[C@H]2c3ccccc3N(Cc3ccccc3)[C@H]2C1C(=O)N1CCCCC1 (stereo not given in full),86,105,85,92,113,100,97,106
c1cc(OCCN2CCOCC2)ccc1CNc1ccc2nc(CCC3CCCCC3)[nH]c2c1,68,84,40,55,80,58,50,90
Nc1nonc1-n1nncc1-c1ccncc1,102,115,89,106,102,102,93,103
Cn1c(-c2cccc(OC(F)(F)F)c2)cc(=O)c2cc(N3CCCC3)ccc21,100,113,84,87,107,91,97,110
COC(=O)CC(CC(=O)C(=O)OC)C(=O)OC (stereo not given),97,109,101,107,113,105,101,94
C#Cc1cc2c(N)c(C(=O)c3cc(OC)c(OC)c(OC)c3)[nH]c2cc1OC,33,37,36,x,29,68,47,59

The results go on:
SMILES,IGROV1,OVCAR-5,UO-31,OVCAR-4,SK-OV-3,SN12C,786-0,TK-10
COc1ccc(Cn2nc3c(c2-c2cc(OC)c(OC)c(OC)c2)-c2oncc2CC3)cc1,82,88,66,87,95,94,85,96
CCC(C)CCO (stereo not given),116,105,85,115,106,100,113,107
O=C1CNC(=S)N1,98,98,92,101,107,101,104,115
COc1ccc2[nH]cc(-c3nnc(N)nc3-c3cn(C)c4ncc(Br)cc34)c2c1,58,85,49,69,95,60,53,46
O=C(Nn1c2c(sc1=NC1CC1)C(=O)c1ccccc1C2=O)c1cc2ccc1CCc1ccc(cc1)CC2,35,111,22,40,59,31,69,115
CC(=O)OCC(=O)[C@@]1(OC(C)=O)[C@@H](C)CC2C3C[C@H](F)C4=CC(=O)C=C[C@]4(C)[C@@]3(F)[C@@H](O)C[C@@]21C (stereo not given in full),86,94,88,79,70,70,98,131
NCc1ccccc1O,110,114,88,110,102,103,103,104
N=C(N)c1ccc(-c2ccc(-c3ccc(F)cc3F)o2)nc1,85,88,75,91,x,93,96,112
CCc1ccc(CNc2ccc(N3CCOCC3)c(C(=O)O)c2)cc1,102,100,89,110,103,108,99,94
CC(=O)Nc1ccc(S(=O)(=O)N/N=C(\C)c2ccc(C)cc2C)cc1,x,98,x,102,99,110,105,108
COc1ccc(/C=C/C(=O)c2ccc(S(=O)(=O)NCCNc3nc(Nc4ccc(F)cc4)nc(N(C)C)n3)cc2)cc1,44,43,14,22,76,15,14,70
C[C@H](Nc1nc(N)nc(N)n1)c1nc2cccc(NCc3ccc(C(=O)NO)cc3)c2c(=O)n1-c1ccccc1,97,111,72,98,103,90,99,98
N=c1ccc2nc3ccc(N)cc3sc-2c1,41,48,69,x,58,6.7*,59,12
CCOC(=O)c1c(O)c2cc(-c3ccccc3)nc(OCC)c2c(=O)n1C,70,104,80,90,107,99,94,123
COc1ccc2c(CCCCC(c3ccccc3)c3ccccc3)c3[n+](cc2c1OC)CCc1cc2c(cc1-3)OCO2,-52*,-13*,-42*,-80*,-9.3*,-78*,-76*,-51*

Remaining list, next part.
SMILES,IGROV1,OVCAR-5,UO-31,OVCAR-4,SK-OV-3,SN12C,786-0,TK-10
COc1cccc(/C=C2\N=C(C)N(CCc3ccc(S(N)(=O)=O)cc3)C2=O)c1,103,100,91,104,112,x,90,98
O=C(Nc1c(Cl)cc(Cl)cc1Cl)ON=C1CCCCC1,109,96,90,108,114,98,100,100
CCCCCCCSc1ncnc2c1ncn2C(=O)Sc1ccccc1,91,94,68,86,109,80,83,117
O=C(CN(C(=O)Cn1c(=O)n2nnnc2c2ccccc21)c1ccccc1C(F)(F)F)Nc1ccc(C(F)(F)F)cc1,88,106,81,97,103,100,103,111
Nc1ccc2cc(Cl)ccc2c1,90,110,63,96,98,93,113,123
O=C(NCCCNc1cc(-c2cn(-c3ccccc3)nc2-c2cccc(O)c2)ccn1)Nc1ccc(Cl)c(Cl)c1,68,84,57,69,80,81,53,92
CCOC(=O)CC1CSC(Nc2c(C)cc(C)cc2C)=N1 (stereo not given),112,99,97,108,111,97,109,107
Cc1nn(-c2ccccc2)c(Oc2ccccn2)c1-c1nc2ccccc2[nH]1,66,100,61,83,89,93,107,152
O=S(=O)(NC1c2ccccc2C[C@H]1O)c1ccc(Cl)cc1Cl (stereo not given in full),99,102,69,97,97,97,102,119
COC(=O)c1cc2ccccc2c([N+](=O)[O-])c1O,102,101,82,119,103,95,117,114
CCOC(=O)c1c2c(n3ccccc13)C(=O)c1ncccc1C2=O,32,42,1.9*,17,22,10,2.4*,38
N#CC1=C(N)Oc2cc(O)ccc2C1c1cccs1 (stereo not given),88,98,73,87,91,92,91,90
OC(CNC1CCCCC1)Cn1c2ccccc2c2ccccc21 (stereo not given),100,87,77,101,102,97,99,92
COC(=O)CC(C)CC(=O)O (stereo not given),95,103,100,106,89,109,99,105
Clc1ccc(C(c2ccccc2Cl)C(Cl)Cl)cc1 (stereo not given),93,100,76,x,101,92,89,101

(list continues)
SMILES,IGROV1,OVCAR-5,UO-31,OVCAR-4,SK-OV-3,SN12C,786-0,TK-10
COc1ccc(CCCCC(=O)O)cc1OC,98,100,86,105,109,107,102,93
Nc1cc2c(cc1C(=O)c1cccc(F)c1)OCCO2,90,98,69,105,93,90,94,94
O=C(O)C(S)c1ccc2ccccc2c1 (stereo not given),104,105,75,x,99,94,105,94
Cc1c(-c2ccccc2)n(O)c(-c2ccc(N(C)C)cc2)[n+]1[O-],112,105,84,105,99,97,106,142
